# Screens: PubChem, The Scripps Research Institute Molecular Screening Center
# TEAD-YAP inh = TEAD-YAP interaction inhibition; HEK-TIYL cells, TEAD-Gal4/YAP UAS-luciferase luminescence; AID 1259422; actives 1.4% (n = 640,000); inhibition, % at 9.12 µM; in the data active means inhibition above about 32%;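 further: 0% = median of test compound wells and 100% = reference inhibitor wells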
# MITF inh = blocks human microphthalmia-associated transcription factor | AlphaScreen MITF homodimerization, bead proximity signal | inhibition, % at 2.6 µM | AID 1259374 | actives 0.91% (n = 650,000); in the data active means inhibition above about 50%;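 further: 0% = vehicle wells with protein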
# FBW7 activator = activators of human E3 ligase FBW7; Q969H0; AlphaScreen FBW7–phospho-cyclin E peptide binding, activator screen; normalized activity (activation), % at 26.1 µM; actives 0.13% (n = 650,000); AID 1259310; in the data active means normalized activity above about 1.9%;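 further: purified mutant Fbw7 with reduced substrate affinity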
# Target sequence (Q969H0 whole entry, looked up): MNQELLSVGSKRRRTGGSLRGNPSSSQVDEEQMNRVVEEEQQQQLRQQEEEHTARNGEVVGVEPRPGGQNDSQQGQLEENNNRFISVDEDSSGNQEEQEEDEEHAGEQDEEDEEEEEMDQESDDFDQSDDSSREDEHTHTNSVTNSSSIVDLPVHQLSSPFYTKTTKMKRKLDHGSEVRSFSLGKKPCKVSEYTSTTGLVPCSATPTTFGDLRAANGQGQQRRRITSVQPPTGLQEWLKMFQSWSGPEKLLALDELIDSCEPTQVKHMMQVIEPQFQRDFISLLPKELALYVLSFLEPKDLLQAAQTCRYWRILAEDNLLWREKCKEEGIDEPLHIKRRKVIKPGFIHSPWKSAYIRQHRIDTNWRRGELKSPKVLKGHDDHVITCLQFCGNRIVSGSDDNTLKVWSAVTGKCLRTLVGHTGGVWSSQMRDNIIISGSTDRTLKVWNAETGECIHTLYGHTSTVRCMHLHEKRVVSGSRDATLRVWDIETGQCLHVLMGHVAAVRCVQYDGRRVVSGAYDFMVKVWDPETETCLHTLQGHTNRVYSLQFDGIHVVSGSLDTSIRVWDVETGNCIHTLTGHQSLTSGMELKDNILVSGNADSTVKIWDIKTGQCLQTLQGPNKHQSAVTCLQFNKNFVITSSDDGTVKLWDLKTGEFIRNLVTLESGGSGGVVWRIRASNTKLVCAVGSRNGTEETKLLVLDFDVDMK
# GPR151 ag = activators of human GPR151. PathHunter beta-arrestin GPR151 cells, luminescence. AID 1508602. activation, % at 11.2 µM. Q8TDV0. actives 1% (n = 650,000); in the data active means activation above about 4.9%;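 further: 0% = median of compound wells and 100% = cells with positive control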
# Target sequence (Q8TDV0 whole entry, looked up): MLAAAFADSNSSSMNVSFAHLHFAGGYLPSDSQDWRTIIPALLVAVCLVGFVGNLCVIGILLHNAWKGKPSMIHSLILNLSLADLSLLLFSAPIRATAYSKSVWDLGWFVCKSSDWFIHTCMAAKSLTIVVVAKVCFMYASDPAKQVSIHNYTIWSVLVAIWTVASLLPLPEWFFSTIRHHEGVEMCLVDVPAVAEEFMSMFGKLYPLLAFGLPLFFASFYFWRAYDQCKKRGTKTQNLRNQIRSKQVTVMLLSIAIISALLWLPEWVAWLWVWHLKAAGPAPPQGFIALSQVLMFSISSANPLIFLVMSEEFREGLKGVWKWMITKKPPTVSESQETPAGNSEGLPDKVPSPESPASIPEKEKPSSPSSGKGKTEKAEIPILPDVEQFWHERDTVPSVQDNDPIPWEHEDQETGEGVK
# * marks the source's active call; other numbers are inactive results.
# Start of the data: the first 24 records, to show the layout:
nr	SMILES	TEAD-YAP inh	MITF inh	FBW7 activator	GPR151 ag
1	NS(=O)(=O)c1ccc(CNc2ccc3ncc(-c4ccccc4F)n3n2)cc1	34*	17	0.0	-0.1
2	CC(C)OCCCNC(=O)c1cc2c(=O)n3ccccc3nc2s1	-25	8	0.1	-4.2
3	CC(C)(C)c1nnc2sc(SCC(=O)Nc3ccc4c(c3)OCO4)nn2c1=O	-31	7	-0.1	4.0
4	Cc1ccc(C(C)C)c(Oc2cnccn2)c1	-1	1	0.0	1.4
5	CC1CCN(CCCN2C(=O)C3C(C(=O)Nc4ccc(C(C)C)cc4)C4C=CC3(O4)C2C(=O)NC2CCCCC2)CC1 (stereo not given)	-5	-4	0.1	0.8
6	NC(=O)NC(=O)CSc1n[nH]c(COc2ccc(Br)cc2)n1	-3	5	0.5	1.3
7	CCOc1cccc(CNCc2ccncc2)c1	1	10	0.8	-0.6
8	Cc1ccc(N2C(=O)CSC2c2cccc(C(F)(F)F)c2)cc1Cl (stereo not given)	3	-2	0.0	0.3
9	Cc1cc(C)c2c(NC(=O)Nc3ccc(Cl)c(Cl)c3)n[nH]c2n1	-4	-4	-0.1	0.5
10	COc1ccc(/C=C/c2cc[n+](C)cc2)c(OC)c1	-7	-10	0.0	1.7
11	CC(C)n1c(-c2ccc(C(N)=O)cc2)nc2c(NCc3ccccc3)ncnc21	-30	-8	0.0	2.5
12	O=C(Nc1ccc(N2CCOCC2)cc1)c1cncc(-c2ccccc2)c1	-2	-2	-0.1	1.2
13	O=C(Nc1ccc([N+](=O)[O-])cc1)N1CCOCC1	2	0	-0.1	0.1
14	CC(C)(C)C(=O)/C=C1\NC(=O)NC1=O	4	6	-0.2	-0.1
15	COC(=O)c1cccc(NC(=O)c2cccc([N+](=O)[O-])c2C)c1C	-8	18	-0.1	1.4
16	c1ccc(-c2cnn3ccc(NCc4cccnc4)nc23)cc1	3	18	0.1	-0.7
17	O=C(O)c1ccc(NC(=O)c2ccc3c(c2)C(=O)N(c2ccc(C(=O)O)cc2)C3=O)cc1	-23	4	-0.5	1.3
18	CCOc1ccc(-n2c(SCC(=O)Nc3nccs3)nc3c(sc(=S)n3-c3ccc(CC)cc3)c2=O)cc1	-7	-2	0.0	0.3
19	O=C(NCC1CCCO1)C(Cc1ccccc1)NS(=O)(=O)c1cccc2nsnc12 (stereo not given)	-8	21	0.4	-1.1
20	CCOc1ccc(CC(=O)NCC2(O)CCCC2)cc1	-6	1	-0.1	-0.2
21	CC(C)CCN1CCN(Cc2cccn2-c2cccnc2)CC1CCO (stereo not given)	-12	6	0.0	-0.1
22	CC(C)Cn1c(-c2ccc(S(=O)(=O)N3CCOCC3)cc2)csc1=Nc1cc(Cl)ccc1Cl	13	0	0.1	1.4
23	O=C(NN1C(=O)/C(=C/c2ccc(O)cc2)SC1=S)c1ccccc1O	8	16	0.6	-2.0
24	COc1cccc(C(=O)N(Cc2nc(-c3ccc(Cl)cc3)no2)C(C)C)c1OC	-29	-6	0.3	-0.1

# The list itself, repeating the preview:
nr	SMILES	TEAD-YAP inh	MITF inh	FBW7 activator	GPR151 ag
1	NS(=O)(=O)c1ccc(CNc2ccc3ncc(-c4ccccc4F)n3n2)cc1	34*	17	0.0	-0.1
2	CC(C)OCCCNC(=O)c1cc2c(=O)n3ccccc3nc2s1	-25	8	0.1	-4.2
3	CC(C)(C)c1nnc2sc(SCC(=O)Nc3ccc4c(c3)OCO4)nn2c1=O	-31	7	-0.1	4.0
4	Cc1ccc(C(C)C)c(Oc2cnccn2)c1	-1	1	0.0	1.4
5	CC1CCN(CCCN2C(=O)C3C(C(=O)Nc4ccc(C(C)C)cc4)C4C=CC3(O4)C2C(=O)NC2CCCCC2)CC1 (stereo not given)	-5	-4	0.1	0.8
6	NC(=O)NC(=O)CSc1n[nH]c(COc2ccc(Br)cc2)n1	-3	5	0.5	1.3
7	CCOc1cccc(CNCc2ccncc2)c1	1	10	0.8	-0.6
8	Cc1ccc(N2C(=O)CSC2c2cccc(C(F)(F)F)c2)cc1Cl (stereo not given)	3	-2	0.0	0.3
9	Cc1cc(C)c2c(NC(=O)Nc3ccc(Cl)c(Cl)c3)n[nH]c2n1	-4	-4	-0.1	0.5
10	COc1ccc(/C=C/c2cc[n+](C)cc2)c(OC)c1	-7	-10	0.0	1.7
11	CC(C)n1c(-c2ccc(C(N)=O)cc2)nc2c(NCc3ccccc3)ncnc21	-30	-8	0.0	2.5
12	O=C(Nc1ccc(N2CCOCC2)cc1)c1cncc(-c2ccccc2)c1	-2	-2	-0.1	1.2
13	O=C(Nc1ccc([N+](=O)[O-])cc1)N1CCOCC1	2	0	-0.1	0.1
14	CC(C)(C)C(=O)/C=C1\NC(=O)NC1=O	4	6	-0.2	-0.1
15	COC(=O)c1cccc(NC(=O)c2cccc([N+](=O)[O-])c2C)c1C	-8	18	-0.1	1.4

# 2 records picked at random from the list so far:
nr	SMILES	TEAD-YAP inh	MITF inh	FBW7 activator	GPR151 ag
2	CC(C)OCCCNC(=O)c1cc2c(=O)n3ccccc3nc2s1	-25	8	0.1	-4.2
8	Cc1ccc(N2C(=O)CSC2c2cccc(C(F)(F)F)c2)cc1Cl (stereo not given)	3	-2	0.0	0.3

# The list goes on.
nr	SMILES	TEAD-YAP inh	MITF inh	FBW7 activator	GPR151 ag
16	c1ccc(-c2cnn3ccc(NCc4cccnc4)nc23)cc1	3	18	0.1	-0.7
17	O=C(O)c1ccc(NC(=O)c2ccc3c(c2)C(=O)N(c2ccc(C(=O)O)cc2)C3=O)cc1	-23	4	-0.5	1.3
18	CCOc1ccc(-n2c(SCC(=O)Nc3nccs3)nc3c(sc(=S)n3-c3ccc(CC)cc3)c2=O)cc1	-7	-2	0.0	0.3
19	O=C(NCC1CCCO1)C(Cc1ccccc1)NS(=O)(=O)c1cccc2nsnc12 (stereo not given)	-8	21	0.4	-1.1
20	CCOc1ccc(CC(=O)NCC2(O)CCCC2)cc1	-6	1	-0.1	-0.2
21	CC(C)CCN1CCN(Cc2cccn2-c2cccnc2)CC1CCO (stereo not given)	-12	6	0.0	-0.1
22	CC(C)Cn1c(-c2ccc(S(=O)(=O)N3CCOCC3)cc2)csc1=Nc1cc(Cl)ccc1Cl	13	0	0.1	1.4
23	O=C(NN1C(=O)/C(=C/c2ccc(O)cc2)SC1=S)c1ccccc1O	8	16	0.6	-2.0
24	COc1cccc(C(=O)N(Cc2nc(-c3ccc(Cl)cc3)no2)C(C)C)c1OC	-29	-6	0.3	-0.1
25	CCOC(=O)/C(O)=C(\C#N)c1nc2ccccc2[nH]1	0	16	-0.2	-1.3
26	CCCCOc1ccccc1C1Nc2ccccc2-c2nnc(SCCCC)nc2O1 (stereo not given)	-4	-5	-0.4	0.2
27	COc1ccc(CNS(=O)(=O)c2ccc(F)c(C(=O)Nc3ccc(OC)cc3)c2)cc1	-1	16	0.2	-1.1
28	N#CCCN(CCC#N)C(=S)NCc1ccccc1	5	22	0.2	0.2
29	COc1ccccc1OCC(=O)OCc1cc(-c2ccc3c(c2)OCO3)on1	-1	0	0.0	0.0
30	CCc1ccccc1N(CC(=O)Nc1cccc(F)c1)S(C)(=O)=O	-14	-4	0.2	0.3
31	CC1CCCN(CCCNS(=O)(=O)c2ccc3c(c2)CCN3C(=O)C2CCC2)C1 (stereo not given)	-1	-4	-0.1	1.7
32	CC1CN(CC(=O)NCC(c2cccnc2)N2CCCCC2)Cc2ccccc2O1 (stereo not given)	0	13	-0.1	1.7
33	COc1cccc(CNC(=O)CCn2c(=S)[nH]c3cc4c(cc3c2=O)OCO4)c1	-7	2	0.3	-1.3
34	O=C(Nc1ccc(Br)cc1F)C(=O)N1CCCCC1	-69	10	-0.1	-0.5
35	CCC(C(=O)NC1CCCC1)N(Cc1cccs1)C(=O)C1COc2ccccc2O1 (stereo not given)	11	13	0.5	-0.9
36	O=C(CS(=O)(=O)c1ccccc1)Nc1nc(-c2ccc3ccccc3c2)cs1	-8	-7	0.0	1.9
37	CC(C)CCN1CCC(N(C)C(C)c2ccon2)CCC1=O (stereo not given)	2	-6	0.1	0.0
38	COc1cccc(-c2nnc(NC(=O)COc3ccc(Cl)cc3Cl)o2)c1	1	-5	0.0	0.3
39	COC(=O)c1cc(S(=O)(=O)NCc2cccnc2)c[nH]1	0	1	0.0	-2.7
40	COC(=O)Cc1cc(OC)c(OC)cc1Cc1cc(OC)c(OC)cc1CC(=O)OC	5	-9	-0.1	0.8
41	C=C(C)Cn1c(N/N=C(C)/C=C/c2ccccc2)nc2c1c(=O)[nH]c(=O)n2C	4	3	0.2	1.3
42	CCOc1ccc(C2C(C(=O)OCC3CCCO3)=C(C)NC3=C2C(=O)CC(C)(C)C3)cc1OC (stereo not given)	-3	2	0.1	0.8
43	O=Cc1nc(-c2ccccc2)n2ccccc12	2	-4	-0.1	-0.4
44	Cc1ccc(NC(=O)C2CCC(CNc3c(N4CCOCC4)c(=O)c3=O)CC2)cc1F (stereo not given)	0	2	0.1	1.2
45	COc1ccc(CCNC(=O)CC(NS(=O)(=O)c2ccc(NC(C)=O)cc2)C(C)C)cc1OC (stereo not given)	3	6	0.0	1.1
46	CC(C)CN(CC(C)C)S(=O)(=O)c1ccc2c(c1)n(C)c(=O)c(=O)n2C	-1	-1	-0.1	2.8
47	O=C(Nc1ccc([N+](=O)[O-])cc1)Nc1ccc2c(c1)C(=O)OC2	3	14	-0.2	2.6
48	CCCn1ncc(CN2CCC(CO)(Cc3ccccc3)CC2)c1C	3	7	0.0	-0.8
49	O=C(Nc1ccc2[nH]ncc2c1)c1cccnc1O[C@@H]1CCNC1	-5	8	0.4	-0.1
50	CCCCN1C(=O)CC(Nc2ccc(CC)cc2)C1=O (stereo not given)	-5	9	0.9	-1.4
51	CCS(=O)(=O)Nc1cccc(N2CCC(NCCc3ccccc3F)CC2)c1	2	-5	-0.1	-0.4
52	Cc1ccc(S(=O)(=O)Nc2ccccc2CNC(C)(C)C)cc1	-5	3	0.2	0.5
53	Cc1ccccc1N(C(=O)c1csnn1)C(C(=O)NC(C)(C)C)c1ccccc1 (stereo not given)	8	-22	0.1	0.2
54	CCc1ccc(C2=NC(c3ccc(C(F)(F)F)cc3)NC(c3cc(Cl)ccc3O)C2)cc1 (stereo not given)	9	3	0.2	2.6
55	O=c1[nH]c2ccc(S(=O)(=O)NC3CCCCCCC3)cc2o1	-1	7	0.0	0.6
56	CC1=C(C#N)c2nc(N)c(C#N)c(C)c2/C1=C/c1ccc(-c2ccccc2[N+](=O)[O-])o1	-10	-16	-0.3	-0.6
57	O=C(Nc1nnc(-c2ccco2)o1)c1ccco1	13	15	0.0	-0.5
58	COc1ccc(Cn2ccn(CC(N)=O)c(=O)c2=O)cc1	-2	-5	0.0	0.3
59	COc1cc(NS(=O)(=O)c2ccc(NC(=O)Nc3ccccc3)cc2)nc(OC)n1	4	-1	0.0	1.6
60	COc1ccccc1NC(=O)CSc1cn(CC(=O)N2CCCCC2)c2ccccc12	4	2	0.0	-0.7
61	CCOC(=O)C1=C(C)NC(=O)NC1c1ccc(C2NC(=O)NC(C)=C2C(=O)OCC)cc1 (stereo not given)	4	9	0.1	1.6
62	CC(C)(C)OC(=O)CN(c1ccc([N+](=O)[O-])cc1)S(=O)(=O)c1ccccc1	3	13	-0.1	0.8
63	CCOc1cc(CN2CCc3nnc(C(C)NC(=O)c4ccco4)n3CC2)ccc1OC (stereo not given)	-26	7	-0.1	1.0
64	O=C(Nc1cccc2ccccc12)C1CCCN(c2ccc(-n3ccnc3)nn2)C1 (stereo not given)	-8	3	0.0	-1.1
65	COc1cc(OC)cc(C(=O)NCc2nnc(SCC(=O)Nc3nccs3)n2-c2cc(C)ccc2C)c1	3	-9	0.0	-0.4
66	CCOc1ccc2c(C)nc(/N=C(\N)NC(C)=O)nc2c1	-39	11	1.1	-2.0
67	O=C(Nc1cc(Cl)ccc1Oc1ccc2ccccc2c1Cl)c1cc(Cl)cc(Br)c1O	1	8	-0.1	0.9
68	O=C(O)CCC(=O)Nc1cc(C(=O)O)cc(C(=O)O)c1	-1	-4	0.1	-1.5
69	COc1cccc(/C=N\NC(=O)c2cc([N+](=O)[O-])cc([N+](=O)[O-])c2O)c1	9	-3	-0.1	-1.1
70	CCOC(=O)C(C(=O)OCC)=C(N)C(Cl)(Cl)Cl	-5	10	0.1	-0.3
71	O=C(Nc1cccc(C(F)(F)F)c1)C1COc2ccccc2O1 (stereo not given)	-18	5	-0.1	4.2
72	COC(=O)Cn1c(=NC(=O)CN2C(=O)c3ccccc3C2=O)sc2c(C)cc(C)cc21	-2	-4	0.0	3.3
73	CCCNC(=O)c1ccc(S(=O)(=O)CC(=O)OCC)c([N+](=O)[O-])c1	4	16	0.1	0.6
74	COC(=O)c1cc(=O)[nH]c(Nc2nc3ccccc3o2)n1	8	-14	0.0	-0.7
75	c1ccc(CN2CCC(Nc3nc(Nc4ccc(-n5ccnc5)cc4)nc4c3ncn4-c3ccsc3)CC2)cc1	42*	13	-0.2	0.1

# (continued)
nr	SMILES	TEAD-YAP inh	MITF inh	FBW7 activator	GPR151 ag
76	COCCNC(=O)CN(C)S(=O)(=O)c1ccc2ccccc2c1	9	7	-0.1	3.0
77	CCOC(=O)C1=C(C(F)(F)F)NC(=S)NC1c1ccc(C)cc1 (stereo not given)	1	7	0.0	1.7
78	O=C(O)CC(C(=O)NCc1ccccc1)C1CCCO1 (stereo not given)	-7	3	0.0	1.0
79	COc1cccc(C(=O)Nc2cc3c(ccc4ccccc43)oc2=O)c1	-4	-12	-0.1	-0.7
80	CC(=O)OC1c2ccccc2NC(c2ccccc2)C1(C)C (stereo not given)	-6	-6	0.0	1.4
